Compound activity as filed in PubChem.
14-3-3 PPI: modulators of human 14-3-3 gamma - Raf peptide interaction. P61981. FP, 14-3-3gamma / TMR-pS259-Raf peptide binding. inhibition, % at 40 µM. 160,000 tested, 0.19% active. AID 422; in the data active = inhibition above about 30%;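 also: 0% = protein plus tracer without compound and 100% = blank with tracer alone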
Target sequence (P61981 whole entry, looked up): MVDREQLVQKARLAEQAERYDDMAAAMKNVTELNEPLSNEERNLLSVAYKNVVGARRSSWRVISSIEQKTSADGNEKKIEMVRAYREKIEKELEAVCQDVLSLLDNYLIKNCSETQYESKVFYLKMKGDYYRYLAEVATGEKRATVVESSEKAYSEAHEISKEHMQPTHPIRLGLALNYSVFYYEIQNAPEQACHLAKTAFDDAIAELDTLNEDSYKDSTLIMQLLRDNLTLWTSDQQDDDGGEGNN
* hit, by the source's call; & = joins results of further samples.

SMILES	14-3-3 PPI
COc1cc(NS(=O)(=O)c2c(C)n[nH]c2C)cc(OC)c1	-1
Cc1cc(C)c2oc(-c3ccc(C)c(NC(=O)c4ccccc4)c3)nc2c1	-7
CCN(Cc1ccccc1)C(=O)c1cc2cc3ccc(C)cc3nc2s1	-66
CCc1ccc(NC(=O)CSc2nc3ccccc3c(=O)n2CCc2ccccc2)cc1	0
CN1CC=C2C(C(=O)O)=C(N)C(C#N)(C#N)C(c3ccc([N+](=O)[O-])cc3)C2C1 (stereo unspecified)	-43
O=C(C1=C(O)C(=O)N(c2ncccn2)C1c1cccs1)c1ccco1 (stereo unspecified)	-13
O=C(Nc1ccccc1C(=O)c1ccccc1)c1ccccc1I	-9
O=c1oc2c3c(ccc2c2c1CCC2)OCN(c1ccc(F)cc1)C3	-19
CCC1Oc2ccccc2N(CC(=O)NCCC2=CCCCC2)C1=O (stereo unspecified)	-6
Cc1ccc(-c2nc3sc4c(c3c(=O)o2)CCCCC4)cc1	-1
CSc1cccc(NC(=O)C2C3C=CC4(O3)C2C(=O)N(C(C)C)C4C(=O)NC2CCCCC2)c1 (stereo unspecified)	2
CCN(CC)S(=O)(=O)N1CCC(C(=O)NCc2ccc3c(c2)OCO3)CC1	-16
Cc1n[nH]c(C)c1S(=O)(=O)N1CCC(C(=O)Nc2ccc(C(C)C)cc2)CC1	-2
CC1(C)Cc2nc3sc4c(Cl)ncnc4c3cc2CO1	-120
COC(=O)[C@H](Cc1ccccc1)NC(=O)NCC1CCCO1 (stereo partly specified)	1
COc1cccc(-c2ncnn2-c2ccc(Cl)cc2)c1OC	-8
COc1cc(C2/C(=C(\O)c3ccccc3)C(=O)C(=O)N2CCO)ccc1O (stereo unspecified)	-6
CC(=O)NCCN1C(=O)C(=O)/C(=C(/O)c2ccc(Cl)cc2)C1c1ccccc1F (stereo unspecified)	-5
CN1CCc2c(sc3c2C(=O)NC(c2ccccn2)N3)C1 (stereo unspecified)	-10
COc1cc2c(cc1OC)C(COc1cc(C)cc(C)c1)N(C(=O)C(C)(C)C)CC2 (stereo unspecified)	-6
CN(C)S(=O)(=O)c1ccc2[nH]c(=O)[nH]c2c1	9
Cc1ccc2cc3cc(C(=O)Nc4ccc(F)cc4)oc3nc2c1	6
O=C(CN1CCOCC1)NC1CC2CCC1C2 (stereo unspecified)	-5
OCCCn1c(-c2ccccc2)csc1=Nc1ccccc1	-4
COc1cccc(-n2c(=O)c3sccc3n(CC(=O)NCc3ccccc3Cl)c2=O)c1	-25
O=C(c1ccc(Cl)cc1)c1cc2ccccc2o1	0
CN(C)CCCOC(=O)c1ccc2c(c1)OCCO2	2
Cc1cccc(NC(=O)CSc2n[nH]c(CC(C)C)n2)c1	2
NC(=O)CC(NS(=O)(=O)c1cccc2nsnc12)C(=O)O (stereo unspecified)	1
O=C1CCCN1CCCNc1ncnc2c1c(-c1ccccc1)cn2-c1cccc(C(F)(F)F)c1	-7

Some of these compounds in order of count of non-hydrogen atoms, low to high.
SMILES	14-3-3 PPI
CN(C)S(=O)(=O)c1ccc2[nH]c(=O)[nH]c2c1	9
O=C(CN1CCOCC1)NC1CC2CCC1C2 (stereo unspecified)	-5
O=C(c1ccc(Cl)cc1)c1cc2ccccc2o1	0
CN(C)CCCOC(=O)c1ccc2c(c1)OCCO2	2
CC1(C)Cc2nc3sc4c(Cl)ncnc4c3cc2CO1	-120
CN1CCc2c(sc3c2C(=O)NC(c2ccccn2)N3)C1 (stereo unspecified)	-10
COC(=O)[C@H](Cc1ccccc1)NC(=O)NCC1CCCO1 (stereo partly specified)	1
Cc1ccc2cc3cc(C(=O)Nc4ccc(F)cc4)oc3nc2c1	6
COc1cc(C2/C(=C(\O)c3ccccc3)C(=O)C(=O)N2CCO)ccc1O (stereo unspecified)	-6
Cc1n[nH]c(C)c1S(=O)(=O)N1CCC(C(=O)Nc2ccc(C(C)C)cc2)CC1	-2
CC(=O)NCCN1C(=O)C(=O)/C(=C(/O)c2ccc(Cl)cc2)C1c1ccccc1F (stereo unspecified)	-5
COc1cc2c(cc1OC)C(COc1cc(C)cc(C)c1)N(C(=O)C(C)(C)C)CC2 (stereo unspecified)	-6
COc1cccc(-n2c(=O)c3sccc3n(CC(=O)NCc3ccccc3Cl)c2=O)c1	-25
O=C1CCCN1CCCNc1ncnc2c1c(-c1ccccc1)cn2-c1cccc(C(F)(F)F)c1	-7

Next section:
SMILES	14-3-3 PPI
CCOC(=O)c1c(NC(=O)c2ccccc2)sc2c1CCC(C#N)(c1ccccc1)C2 (stereo unspecified)	-6
CC(=O)Nc1ccc(S(=O)(=O)N2CCC(c3nc4ccccc4[nH]3)CC2)cc1	5
CSc1nnc2c(n1)[nH]c1c(C)cccc12	-5
CCCCn1cnc2sc3c(c2c1=N)CCCC3	-9
COc1cc2c(cc1OC)C(C(=O)N1CCN(c3ccc(C(C)=O)cc3)CC1)C1c3ccccc3CCN1C2=O (stereo unspecified)	-5
CCCCN(CC)C(=O)c1sc2ncn(CC(=O)N3CC(C)CC(C)C3)c(=O)c2c1C (stereo unspecified)	3
COc1ccc(C2CC(=O)Nc3ccc4ccccc4c32)cc1 (stereo unspecified)	-17
CC1CC(C)CN(C(=O)C2(O)c3ccccc3NC(=O)N2c2ccccc2)C1 (stereo unspecified)	0
O=C(Cc1ccccc1)Oc1ccc(N2C(=O)C3C4CCC(C4)C3C2=O)cc1 (stereo unspecified)	-4
NS(=O)(=O)c1ccc(-n2ncc3c(=O)[nH]c(SCc4ccccc4F)nc32)cc1	6
O=C(Nc1nc2ccc([N+](=O)[O-])cc2s1)c1cccnc1	6
O=C(Cn1cnc2c(nnn2Cc2ccc(F)cc2)c1=O)N1CCN(c2ccccc2)CC1	1
CCOC(=O)c1ccccc1NC(=O)Cn1cnc2c1c(=O)n(C)c(=O)n2C	-3
CC(=O)C(Sc1nc(-c2ccco2)nc2c1c(=O)n(C)c(=O)n2C)C(=O)N(C)C (stereo unspecified)	2&-7
C1=C(c2ccc3ccccc3n2)C(c2ccccc2)c2ccccc2N1 (stereo unspecified)	-30
COc1cccc(C2c3c(oc4ccc(Cl)cc4c3=O)C(=O)N2c2cc(C)on2)c1OC (stereo unspecified)	-5
COc1ccccc1CNS(=O)(=O)c1cccc(S(=O)(=O)N2CCOCC2)c1	-1
COc1ccccc1CN(Cc1cc2cc(C)cc(C)c2[nH]c1=O)Cc1nnnn1CC1CCCO1 (stereo unspecified)	-5
COc1ccccc1NC(=O)c1cc(S(=O)(=O)N(C)C2CCCCC2)ccc1F	-4
Cc1c(/C(O)=C2/C(=O)C(=O)N(CCN3CCOCC3)C2c2ccco2)cnn1-c1ccccc1 (stereo unspecified)	0
CCOC(=O)C1CCC(CN(Cc2ccc(Cl)cc2)S(=O)(=O)c2ccc(Br)cc2)CC1 (stereo unspecified)	-3
O=C1OCc2ccc(NC(=O)C3CCCCC3)cc21	-5&6
O=C(NC(Cc1ccccc1)C(=O)O)c1ccccc1 (stereo unspecified)	-3
CCOC(=O)CN1C(=O)C(O)(CC(=O)c2ccc3c(c2)OCCO3)c2ccccc21 (stereo unspecified)	-15
CCOc1ccc(N(CC)C(=O)c2cn(CC)c(=O)c3cc(OC)c(OC)cc23)cc1	-5
O=C1CCCCCN1CP(=O)(O)CCc1ccccc1	8
Cc1ccc(C)c(Cc2c(C)nc3c(C(=O)NCCC4=CCCCC4)cnn3c2C)c1	-28
S=c1[nH]c2ncccc2o1	-3
Clc1ccc(-c2cn3c(n2)CCC3)cc1	-7
O=C1c2ccccc2C(=O)N1CC1c2ccccc2CCN1S(=O)(=O)c1ccc(Cl)cc1 (stereo unspecified)	0
C=CCNC(=O)c1cc2c(=O)n3cccc(C)c3nc2n(CC2CCCO2)c1=N (stereo unspecified)	0
COc1c2c(nc3ccccc13)OC(C(C)(O)CO)C2 (stereo unspecified)	-4
CSc1nc2c(sc(=S)n2CCc2ccccc2)c(=O)n1Cc1ccco1	-4
CCCCN(C)C(=O)c1cn(C)c2ccc(S(=O)(=O)N(C)C)cc2c1=O	-2
COc1ccc(-n2nc3c(c2NC(=O)Cc2cccc(C)c2)CS(=O)C3)cc1 (stereo unspecified)	-1&-7
CC(C)OC(=O)C(C(=O)C(F)(F)F)c1cc(NS(=O)(=O)c2ccc3ccccc3c2)ccc1O (stereo unspecified)	-1
Oc1ccc2nsnc2c1	16
COc1ccccc1CNC(=O)CCn1nc(-c2ccc(C)cc2)ccc1=O	-9
CCC(C)NC(=O)CCS(=O)(=O)c1ccc2c(c1)n(C)c(=O)c(=O)n2C (stereo unspecified)	-10
CCOC(=O)c1ccccc1NC(=O)c1nn(-c2ccccc2OC)c(=O)c2ccccc12	-1

As a short view, some entries already given.
SMILES	14-3-3 PPI
C=CCNC(=O)c1cc2c(=O)n3cccc(C)c3nc2n(CC2CCCO2)c1=N (stereo unspecified)	0
COc1c2c(nc3ccccc13)OC(C(C)(O)CO)C2 (stereo unspecified)	-4

Continuation:
SMILES	14-3-3 PPI
Cc1ccc(C(=O)Nc2ccc3oc(-c4cccnc4)nc3c2)cc1C	-27
CC(=O)Oc1ccccc1C(=O)Oc1ccc2c(c1)c(C(C)=O)c(C)n2-c1ccc(C)cc1	7
C=CCSc1nnc2c(n1)OC(c1cc3c(cc1Br)OCO3)N(C(C)=O)c1ccccc1-2 (stereo unspecified)	-7
CC(=O)C1=C(NC(=O)c2ccccc2F)C[C@@H]2[C@H]1C2(C)C	-6
Cn1c(=O)c2c(nc(Oc3ccccn3)n2C)n(C)c1=O	-3
CCN=C1SC(C(=O)Nc2cccc(C(=O)O)c2)CC(=O)N1CC (stereo unspecified)	-6&5
CC(=O)N1CCCc2cc(S(=O)(=O)N3CCN(c4ccccn4)CC3)ccc21	-2&6
CCOc1cc(Br)cc(C2Oc3nc(SCC)nnc3-c3ccccc3N2C(C)=O)c1OC(C)=O (stereo unspecified)	-5
COC(=O)c1ccc(NCCC(=O)N2CCc3ccccc32)c([N+](=O)[O-])c1	-6
Cc1sc(CO)c(Sc2ccccc2)c1C(=O)O	5&-16
CC1=C(C(=O)OCCc2ccccc2)C(c2ccc(C)s2)NC(=O)N1 (stereo unspecified)	-6
O=C(NCc1ccco1)c1ccc(N2CC3CC(C2)c2cccc(=O)n2C3)c(NC(=O)c2cccnc2)c1 (stereo unspecified)	-5
O=C1NCC(CN(c2ccccc2)c2ccccc2)O1 (stereo unspecified)	-13
CCCNC(=O)Cc1ncn[nH]1	-4
CCOc1ccc(C(=C(Cl)Cl)c2ccc(OCC)cc2)cc1	1
CCOC(=O)C1=C(C)NC2=C(C(=O)CC(c3ccccc3)C2)C1c1cccc([N+](=O)[O-])c1 (stereo unspecified)	-5
Cc1cc(N2CCC(C)CC2)nc2ccc(NC(=O)CCC(=O)Nc3ccc(F)cc3)cc12	-75
O=C(NCCCN1CCOCC1)c1nn2c(C(F)(F)F)cc(-c3ccc(F)cc3)nc2c1Cl	-1
Cc1c(-c2ccccc2)cn2ccn3c(C)ccc3c12	-118
O=S1(=O)N=C(Nc2ccc(O)cc2)c2ccccc21	-4
Cc1ccc(-n2ncc3c(=O)[nH]c(SCC(=O)Nc4ccc5c(c4)OCO5)nc32)cc1	-37
CCOC(=O)c1cc2sccc2n1CC(=O)Nc1ccc2c(c1)OCCO2	0
Cc1c(Cl)cccc1NC(=O)NC1CCCCC1	-9
Cc1nc(Nc2nc3c(c(=O)[nH]2)CCC3)nc2ccccc12	1
CC1CCCCN1Cc1nc2c(c(=O)n(C)c(=O)n2C)n1CCc1ccccc1 (stereo unspecified)	-3
COc1ccccc1CNC(=O)CCN1C(=O)COc2ccc(C)cc21	-3
Cc1ccc(-c2noc(CCC(=O)NC3CCCc4ccccc43)n2)cc1 (stereo unspecified)	-4
O=C(CCCN1C(=O)c2cccc3cccc(c23)C1=O)OCC(=O)c1ccc(F)cc1	4
O=S(=O)(NCc1ccncc1)c1ccc(Br)s1	0
CCOC(=O)C1CCCN(C(=O)C2c3ccccc3C(=O)N3CCc4cc(OCC)c(OCC)cc4C23)C1 (stereo unspecified)	1
CCOc1ccc2c(c1)-c1c(sn(-c3ccccc3OC)c1=S)C(C)(C)N2	-1
Cc1cccn2c(=O)c3cc(C(=O)NC(C)c4ccccc4)c(=N)n(C4CCCC4)c3nc12 (stereo unspecified)	-6
CC1CCN(CCCNC(=O)C2CC(=O)N(C3CCCCCCC3)C2)CC1 (stereo unspecified)	3
Cc1cc(C)cc(Nc2ccc(C(=O)O)cc2N)c1	-24&-22
CN(C)c1ccc(C(O)c2cccs2)cc1 (stereo unspecified)	1
CCOC(=O)c1sc(NC(=O)c2cc(-c3ccc(C)s3)nc3ccccc23)nc1C	-50
Fc1ccccc1CSc1nnnn1-c1ccc2c(c1)OCO2	-1&0
Cc1ccc(Sc2c(C)nn(C(=O)COc3ccc(F)cc3)c2C)cc1	3
CCOc1ccc(Nc2nc(C)c([N+](=O)[O-])c(Nc3ccccc3)n2)cc1	-8
COc1ccc(-c2nnc(SCC(=O)N3CCOCC3)o2)cc1OC	0
Cc1cccc(NC(=O)c2cc(NC(=O)c3ccco3)ccc2N2CCCCC2)c1	4
CCCc1cc2c(=O)c(-c3ccc(C(=O)OCC)o3)coc2cc1O	-22
CC(C)(C)C(=O)C[n+]1ccccc1	-17
COc1ccc(NC(=O)c2sc3nc4c(cc3c2N)CCC4)cc1	-30
COCCN(CCOC)S(=O)(=O)c1ccc(C(=O)NCCCN2CCOCC2)cc1	-12
CCn1cc(C(=O)O)c(=O)c2cnc(N3CCN(C(=O)Nc4cccc5ccccc45)CC3)nc21	-10
O=C(CSc1nc2ccccc2[nH]1)N1CCN(Cc2ccc3c(c2)OCO3)CC1	3
COc1ccc(CCNC(=O)c2c[nH]c3ccc(S(=O)(=O)N4CCc5ccccc54)cc3c2=O)cc1OC	0
COc1ccc(C2C3=C(CCCC3=O)Nc3ccc4nc(C)ccc4c32)cc1OC (stereo unspecified)	-2
CCCCN(CC)C(=O)c1nn(-c2cc(OC)cc(OC)c2)c(=O)c2ccccc12	-1
Cc1ccc2cccc(NC(=O)c3ccc(C(C)(C)C)cc3)c2n1	-59
c1cncc(CNc2cccc(-c3nc4ccccc4s3)c2)c1	-3
COc1ccc(N=Cc2cc([N+](=O)[O-])ccc2O)cc1OC	-23

The list is partial (hit frequency here may not be typical).
